Screens (PubChem)
NCOA1 inh = inhibitors of human steroid receptor coactivator 1 (SRC1) | HEK293 GAL4-SRC1 luciferase reporter, luminescence | inhibition, % at 3.6 µM | actives 0.12% (n = 360,000) | AID 588354;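 active = inhibition above the campaign mean plus 3 SD, with each screening campaign given its own cutoff, cut at about 60% in these data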;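 note: 0% = DMSO treated cells and 100% = gossypol at 36 µM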
LRH-1 inv ag = NR5A2 inverse agonism in reporter assay; O00482; HEK293T StAR-luciferase reporter, LRH-1 transfected, 24 h; inhibition, % at 3.6 µM; actives 0.13% (n = 360,000); AID 602396;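 active = inhibition above the mean inhibition of all tested compounds plus 3 SD, cut at about 73% in these data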;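 note: 0% = DMSO wells and 100% = reporter-only cells lacking LRH-1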
TLR9-MyD88 block = TLR9-MyD88 interaction inhibition. Q9NR96+Q99836. CHO BLA complementation TLR9-MyD88, CCF4 FRET ratio. inhibition, % at 4.98 µM. actives 0.21% (n = 340,000);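 active = inhibition above the mean over all tested compounds plus 3 SD, cut at about 21% in these data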;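 note: 0% = DMSO only wells and 100% = clavulanate BLA inhibitor control wells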
COUP-TFII inh = inhibitors of human COUP-TFII (NR2F2); AID 686940; actives 0.7% (n = 370,000); HEK293T NGFI-A luciferase reporter, luminescence; inhibition, % at 8.6 µM;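 active = inhibition above a per-plate cutoff, mean inhibition of test wells between control levels plus 3 SD, cut at about 38% in these data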;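 note: cells cotransfected with COUP-TFII expression vector driving the NGFI-A reporter; 0% = median of COUP-TF2 test wells and 100% = reporter-only cells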
TROY signal inh = inhibitors of TROY-dependent NF-kB signaling; Q293 LMP1-TROYcd NF-kB luciferase reporter, 4 h; inhibition, % at 10 µM; actives 0.98% (n = 360,000); AID 1347056;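 active = compounds whose plate-normalised and pattern-corrected inhibition of the luciferase reporter signal at the single screening dose is 50% or more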
NCOA2 inhibitor = inhibits human steroid receptor coactivator 2 | Q15596 | HEK293 GAL4-SRC2 luciferase reporter, luminescence | inhibition, % at 9 µM | actives 0.17% (n = 370,000);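 active = inhibition above the mean inhibition of all tested compounds plus 3 SD, set per campaign, cut at about 52% in these data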;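 note: 0% = DMSO treated cells and 100% = cells given Gossypol at 36 µM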
Granule exo inh = blocks lytic granule exocytosis | TALL-104 LAMP-1 surface exposure, flow cytometry; cells stimulated with thapsigargin and PMA | inhibition, % at 10 µM | actives 0.66% (n = 360,000);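 active = inhibition above about 55%, limit read from the data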
NOD2 RIPK2 PPI = NOD2-RIPK2 protein interaction inhibition; inhibition, % at 4.98 µM; O43353; CHO BLA complementation NOD2-RIPK2, CCF4 ratio; AID 624267; actives 0.38% (n = 360,000); in the data active = inhibition above about 21%;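 note: 0% = vehicle only and 100% = reference blocker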
TWEAK Fn14 block = TWEAK-Fn14 signaling inhibition; TWEAK-stimulated Fn14 reporter cells, luciferase luminescence, 8 h; inhibition, % at 10 µM; AID 1159606; actives 2% (n = 360,000); in the data active = inhibition above about 50%
NCOA3 inh = inhibits human SRC3 coactivator; AID 588352; Q9Y6Q9; inhibition, % at 3.6 µM; actives 0.17% (n = 360,000); HEK293 GAL4-SRC3 luciferase reporter, luminescence;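 active = inhibition above a per-campaign cutoff, the mean of all compounds plus 3 SD, cut at about 60% in these data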;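 note: 0% = DMSO-treated cells and 100% = gossypol-treated cells at 36 µM; higher means less SRC3-driven luciferase light from the GAL4 reporter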
Target sequence (Q9Y6Q9 whole entry, looked up, the tested form may be a part): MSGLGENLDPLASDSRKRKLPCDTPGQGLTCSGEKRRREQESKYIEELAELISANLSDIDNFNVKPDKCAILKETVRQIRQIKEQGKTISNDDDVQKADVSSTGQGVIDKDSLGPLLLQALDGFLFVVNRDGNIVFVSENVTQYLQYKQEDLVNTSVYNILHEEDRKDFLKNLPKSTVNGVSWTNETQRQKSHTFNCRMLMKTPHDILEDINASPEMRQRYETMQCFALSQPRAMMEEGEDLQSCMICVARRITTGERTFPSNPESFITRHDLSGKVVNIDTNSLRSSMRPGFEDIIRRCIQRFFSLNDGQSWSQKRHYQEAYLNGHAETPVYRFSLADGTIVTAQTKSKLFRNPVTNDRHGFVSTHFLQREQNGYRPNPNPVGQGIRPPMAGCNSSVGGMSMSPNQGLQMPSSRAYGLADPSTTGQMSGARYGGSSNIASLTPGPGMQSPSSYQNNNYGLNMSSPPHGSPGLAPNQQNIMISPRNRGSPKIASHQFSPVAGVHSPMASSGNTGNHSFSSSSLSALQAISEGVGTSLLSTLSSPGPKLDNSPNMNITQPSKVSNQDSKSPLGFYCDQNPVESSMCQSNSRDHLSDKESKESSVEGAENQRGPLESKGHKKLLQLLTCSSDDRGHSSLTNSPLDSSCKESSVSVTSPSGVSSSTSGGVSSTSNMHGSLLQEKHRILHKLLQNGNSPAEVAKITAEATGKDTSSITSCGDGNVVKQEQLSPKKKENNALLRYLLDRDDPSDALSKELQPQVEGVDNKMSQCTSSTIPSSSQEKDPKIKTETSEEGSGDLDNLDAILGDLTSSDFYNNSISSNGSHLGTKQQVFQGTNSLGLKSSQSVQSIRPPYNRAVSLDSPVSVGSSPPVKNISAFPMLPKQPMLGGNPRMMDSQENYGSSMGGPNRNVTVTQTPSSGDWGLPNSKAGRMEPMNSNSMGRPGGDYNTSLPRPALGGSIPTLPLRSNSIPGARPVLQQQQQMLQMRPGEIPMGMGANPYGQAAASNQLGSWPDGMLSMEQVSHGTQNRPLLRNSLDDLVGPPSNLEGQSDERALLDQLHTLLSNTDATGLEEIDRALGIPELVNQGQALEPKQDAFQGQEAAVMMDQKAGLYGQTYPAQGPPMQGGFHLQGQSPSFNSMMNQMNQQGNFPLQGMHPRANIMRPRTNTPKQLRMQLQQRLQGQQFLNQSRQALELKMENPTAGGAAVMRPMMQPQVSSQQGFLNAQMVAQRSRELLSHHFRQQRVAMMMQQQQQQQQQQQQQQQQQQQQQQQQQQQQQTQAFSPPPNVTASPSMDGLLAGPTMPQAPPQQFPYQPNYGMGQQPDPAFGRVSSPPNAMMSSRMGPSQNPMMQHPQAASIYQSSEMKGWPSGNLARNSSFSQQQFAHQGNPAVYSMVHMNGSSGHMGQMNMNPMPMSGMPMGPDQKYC
ABHD5-PLIN5 inh = inhibitors of human ABHD5-perilipin-5 interaction | inhibition, % at 4 µM | Split G. princeps luciferase complementation, luminescence, 4 h | AID 602281 | actives 0.78% (n = 360,000);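 active = inhibition above the mean inhibition across every tested compound plus 3 SD, cut at about 22% in these data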;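 note: 0% = DMSO only wells and the 100% control is not disclosed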
Numbers without * were called inactive; nt = not tested or not shown.

SMILES	NCOA1 inh	LRH-1 inv ag	TLR9-MyD88 block	COUP-TFII inh	TROY signal inh	NCOA2 inhibitor	Granule exo inh	NOD2 RIPK2 PPI	TWEAK Fn14 block	NCOA3 inh	ABHD5-PLIN5 inh
Cc1cc(Br)cn2c(CC(C)(C)C)c(C3CCCCC3)nc12	9	-1	nt	11	-2	14	-4	1	8	8	5
CC(=O)OCCN1C(=O)c2ccc(-c3nc4ccccc4c(=O)o3)cc2C1=O	2	14	1	-11	30	-3	-1	4	-1	-24	-8
Cc1ccc(N(C)S(=O)(=O)c2c(C)noc2/C=C/N(C)C)cc1	-2	12	-3	8	22	-32	-4	-3	9	-29	-1
O=C(NCCc1ccccc1)C1CCCN(C(=O)Nc2ccc(F)cc2)C1 (stereo unspecified)	12	9	6	-12	-14	-12	-6	0	12	-8	4
COC(=O)CNC(=O)COC(=O)c1ccc(Cl)nc1	-3	-16	-11	-10	-5	-11	-3	-9	-5	-1	3
O=C(CN(c1cccc(C(F)(F)F)c1)S(=O)(=O)c1ccccc1)N1CCOCC1	-4	6	-7	-1	3	-11	0	-10	8	-10	7
Cc1ccc(C2(C(F)(F)F)NC(=O)N3N=C4CCCCCN4C3=C2C#N)cc1 (stereo unspecified)	-10	5	-3	-14	10	-62	1	6	-20	10	-9
Cc1nc2c(sc3nc4c(cc32)COC(C)(C)C4)c(=O)n1CC(=O)NCc1ccco1	-86	-24	-1	nt	-28	nt	0	10	5	-27	0
Nc1nc(NCc2ccccc2)n(-c2ccccc2)n1	-7	10	-14	-16	11	-5	-7	1	7	1	3
COc1ccc(CNCc2cn(-c3cccc(F)c3)nc2-c2ccc(C)o2)cc1	-18	-2	3	-25	9	-23	3	-1	-26	0	10
CCc1ccc2[nH]c(=O)c(-c3ccccc3)c(O)c2c1	11	-14	-9	7	12	-18	-4	-3	15	-10	-1
CC(C)(C)c1ccc(C(=O)Nc2ccc(CC(=O)O)cc2)o1	59	53	-1	95*	55*	87*	-3	-10	88*	58	1
COc1ccc(S(=O)(=O)NC2CC(C)(C)NC(C)(C)C2)c2ccccc12	-8	8	-13	-8	-9	-39	-3	-4	13	10	15
Cc1ccc(S(=O)(=O)NCC(=O)OCc2cc(=O)oc3cc(C)ccc23)cc1	-2	-23	-2	15	2	5	1	-2	7	6	-6
O=C(NC(c1ccc(F)cc1)c1ccc2ccccc2n1)C1CCN(CCOc2ccc(Cl)cc2Cl)CC1 (stereo unspecified)	-3	17	nt	20	15	-1	18	0	-7	0	2

Part of the list above in order of SMILES length, ascending:
SMILES	NCOA1 inh	LRH-1 inv ag	TLR9-MyD88 block	COUP-TFII inh	TROY signal inh	NCOA2 inhibitor	Granule exo inh	NOD2 RIPK2 PPI	TWEAK Fn14 block	NCOA3 inh	ABHD5-PLIN5 inh
CCc1ccc2[nH]c(=O)c(-c3ccccc3)c(O)c2c1	11	-14	-9	7	12	-18	-4	-3	15	-10	-1
COc1ccc(CNCc2cn(-c3cccc(F)c3)nc2-c2ccc(C)o2)cc1	-18	-2	3	-25	9	-23	3	-1	-26	0	10
O=C(CN(c1cccc(C(F)(F)F)c1)S(=O)(=O)c1ccccc1)N1CCOCC1	-4	6	-7	-1	3	-11	0	-10	8	-10	7

Later entries.
SMILES	NCOA1 inh	LRH-1 inv ag	TLR9-MyD88 block	COUP-TFII inh	TROY signal inh	NCOA2 inhibitor	Granule exo inh	NOD2 RIPK2 PPI	TWEAK Fn14 block	NCOA3 inh	ABHD5-PLIN5 inh
O=C1C(Cc2ccccc2)Nc2ncnc(N3CCc4ccccc4C3)c2N1Cc1ccc(Cl)cc1 (stereo unspecified)	8	20	3	nt	0	nt	-11	15	7	-6	2
COc1ccc(C(=O)Nn2c(CC(C)C)nc3cc(OC)c(OC)cc3c2=O)c(OC)c1	-43	12	-1	5	-9	1	-6	3	3	-20	0
COc1cc2c(cc1OC)-c1c(OC)c(OC)cc3ccnc(c13)C2=O	10	44	1	-56	-5	-57	-2	-21	-65	-13	3
O=C(/C=C\c1ccco1)Nc1ccc(N2CCN(C(=O)c3ccccc3)CC2)cc1	-2	17	-6	-3	-6	31	1	8	-3	-9	-1
C/C(=N\NC(=O)c1ccccc1)c1cc2cc([N+](=O)[O-])ccc2oc1=O	-14	5	-8	-17	-23	-16	0	2	5	10	4
Cc1ccc2[nH]c(=O)c(CN(Cc3ccccc3)Cc3nnnn3C3CCCC3)cc2c1	-47	-78	-7	-55	-28	-25	2	-10	-8	-50	-4
COc1ccc([N+](=O)[O-])cc1NC(=O)CSc1nc(C)cc(C)n1	-6	-11	-1	13	5	16	-2	-15	12	8	-1
COc1cc2c(cc1O)[C@@H]1Cc3cc(O)c(OC)cc3[C@H](C2)N1C	17	11	-4	0	10	-8	-1	-7	-8	6	1
CCc1ccc(C(=O)C(C)OC(=O)c2nn(C)c(=O)c3ccccc23)cc1 (stereo unspecified)	-17	1	-2	2	10	17	5	1	-18	-13	-11
O=C(O)c1ccccc1CSc1nnnn1-c1ccccc1	-23	1	-2	2	6	-19	8	4	25	-19	5
Clc1ccc(-c2nnc(COc3ncnc4ccccc34)o2)cc1	0	-14	2	-18	-41	-7	2	-2	-11	8	-1
CC1=NN(c2ccc(F)cc2)C(=O)C1C(c1cccc(O)c1)c1c(C)[nH]n(-c2ccc(F)cc2)c1=O (stereo unspecified)	-17	6	9	7	3	1	-2	-3	-1	-6	-27
CC(C)c1ccc(Nc2ncccc2C(=O)O)cc1	-108	-113	-8	-42	-34	-23	-1	-2	0	-106	-11
COc1ccc(C(=O)CSc2ccc(-c3ccccc3)nn2)cc1	-14	-21	-1	-41	4	10	-4	-4	-16	7	4
CC(OC(=O)c1nn(C)c(=O)c2ccccc12)C(=O)NC1CCCCC1C (stereo unspecified)	4	12	2	-16	-5	-2	-2	1	-5	12	8
COc1ccc(/C=C/C(=O)NCC2COc3ccccc3O2)c(OC)c1 (stereo unspecified)	-5	-12	1	-31	-54	-13	-8	5	-15	-8	0
Fc1ccc(-c2nc3ccc(Cl)cn3c2Cc2ccccc2)cc1	-26	24	-2	-13	-55	-13	-5	-2	1	-13	-9
CC(C)(C)NC(=O)C[C@H]1C[C@H](C(=O)N2CCCCC2)[C@@]2(C)c3[nH]c4ccc(Cl)cc4c3CCN2C1=O	7	7	-6	-6	5	6	2	-4	7	17	9
CN(CCC#N)C(=O)COC(=O)[C@H](Cc1ccccc1)N1C(=O)c2ccccc2C1=O	15	9	-12	-14	2	-23	1	8	1	18	0
COc1ccc(NC(=O)c2ccc3c(c2)OCO3)cc1	-89	-113	1	-41	-24	-35	-3	-2	34	-85	3
COc1ccc(OC)c(NC(=O)CCN2CCN(c3ccccc3OC)CC2)c1	-8	18	-5	-5	8	22	6	2	2	-17	-6
O=C(CNC(=O)c1cccs1)c1ccc(Cl)cc1	-90	-132	4	-47	8	-37	-6	-13	23	-81	2
CCOc1ccc(NC(=O)CN(C)C(=O)c2cc([N+](=O)[O-])ccc2N2CCOCC2)cc1OCC	-15	-2	0	-15	1	-40	-27	11	-9	-3	-13
O=C(NCCC1=CCCCC1)N[C@@H](Cc1ccccc1)C(=O)O	-6	-11	13	3	nt	-40	-3	3	-5	-9	-6
CCN(CC(=O)NCc1cccs1)C(=O)/C=C/c1cccc(Cl)c1Cl	-15	-16	1	13	-3	6	-2	5	-7	-11	1
CC(=O)NC1CCC(OC(=O)Nc2ccccc2)CC1 (stereo unspecified)	-29	-28	11	-23	-37	-11	-1	-16	-12	-38	3
Cc1cc2oc(=O)cc(CN3CCCCC3C)c2cc1C (stereo unspecified)	4	-13	0	-7	1	-18	-14	15	33	7	1
COc1cccc(NC(=O)CN(C)C(=O)C(Sc2ccccc2)c2ccccc2)c1 (stereo unspecified)	-3	21	9	12	2	3	-3	-1	2	24	4
C=C1C(=O)OC2C1CCC(C)=C1C(=O)C3OC3(C)C12 (stereo unspecified)	-73	10	20	-19	41	-54	13	2	95*	-29	12
CCOc1ccc(NC(=O)CCSc2nc3c(c(CC)c2C#N)C(=O)CC(C)(C)C3)cc1	-5	-13	-7	-9	8	-14	-1	-1	-15	-5	-5
COc1ccccc1-n1nnnc1SCC(=O)NC1CCCC1	4	15	-1	-13	3	-3	2	-13	-18	6	0
O=C(NCc1ccccc1)C1CCC1	2	5	1	-6	5	6	-7	7	-1	11	9
Cc1cc(C)nc(Nc2cc([N+](=O)[O-])ccc2C)n1	-4	15	-3	12	-3	2	0	-3	-7	17	-2
O=C(COC(=O)CCCNC(=O)c1ccc(Cl)cc1)NC1CC1	-5	3	5	1	-9	16	-5	-7	2	15	0
CC(=O)OC[C@H]1O[C@@H](Oc2cc3ccc(=O)oc3cc2OC(C)=O)[C@H](OC(C)=O)[C@@H](OC(C)=O)[C@@H]1OC(C)=O	-3	2	-22	5	-31	-20	0	-8	-21	-11	2
O=C(/C=C/c1cccc([N+](=O)[O-])c1)N1CCN(c2ccccn2)CC1	-17	0	-3	-11	0	3	-2	-5	-3	9	-3
CN1C(=O)/C(=C/c2ccccc2Cl)Sc2ccc(C(=O)NCc3cccnc3)cc21	-10	11	2	17	37	3	1	9	9	5	-6
CCOP(=O)(c1ccc(N(C)C)cc1)C(O)c1ccc(Cl)cc1 (stereo unspecified)	2	-7	4	-1	2	-14	-1	2	2	2	8
CCC(C)c1ccc(NC(=O)COC(=O)CCNC(=O)c2ccco2)cc1 (stereo unspecified)	-7	-25	1	-10	11	-42	-6	8	-11	7	-8
Cc1ccc(C(=O)CN2C(=O)C(=O)N(Cc3ccccc3)C2=O)cc1	-27	-1	-15	4	-3	-43	-4	-5	-1	-7	-1
CN1C[C@@H]2[C@@H]3C(=O)N(Cc4ccccc4)C(=O)[C@@H]3[C@](Cc3ccccc3)(C1=O)N2C(=O)c1ccc(Cl)cc1	-20	16	1	6	16	-3	-2	4	12	6	0
COc1cc([N+](=O)[O-])ccc1NC(=S)Nc1cc(C(=O)OC(C)C)cc(C(=O)OC(C)C)c1	5	-3	3	-20	1	-27	-2	3	-9	5	-5
O=C(NC1CCCC1)C1CC(=O)N(CCc2ccccc2)C1 (stereo unspecified)	6	17	-6	5	2	-5	-3	-2	13	23	15
CC1CC1C(=O)OCC(=O)Nc1ccc2[nH]c(=O)[nH]c2c1 (stereo unspecified)	-3	-6	-2	-13	8	-8	-1	-12	9	10	-4
CCOC(=O)C1CCN(S(=O)(=O)c2csc(C(N)=O)c2)CC1	-4	6	-3	-14	-6	-26	-2	-7	22	3	-6
CC(CCc1ccccc1)NC(=O)CNC(=O)c1cccs1 (stereo unspecified)	-12	-5	-2	3	5	-12	7	-11	61*	-6	-3
O=S(=O)(Nc1cccc(S(=O)(=O)N2CCCC2)c1)c1cccc(Br)c1	-9	-6	-3	13	2	3	-1	-6	1	14	-5
COc1cccc(/C(C)=N/N=C(\C)c2cccc(OC)c2)c1	-46	-3	5	10	-11	-22	9	-4	-43	-39	-4
CC(C)N(C(=O)COC(=O)[C@H](C)NC(N)=O)c1ccccc1	9	-6	3	4	-13	7	-4	-7	-5	12	5
C/C(=N\O)C(=O)NCC1CCNCC1	-38	0	-17	-37	22	-18	2	2	0	9	6
COC(=O)c1ccccc1NC(=O)c1ccc(-c2ccccc2F)o1	-16	10	4	3	-32	-39	1	-2	-42	-16	-1
O=C(Nc1ccc(C(=O)O)cc1)/C(=C\c1ccc2c(c1)OCO2)NC(=O)c1ccc(Br)o1	-15	0	-3	23	-4	-35	-2	-12	5	4	-2

These rows are one share of the data; rates above refer to the full screens.
